HepG2 tox: kills HepG2 cells in TGF-b inhibitor counter-screen; AID 588856; HepG2 CAGA-GFP viability, ATP luminescence, 18 h; Potency, µM (series often up to 46.1 µM), for the others: at the top dose activity change, negative = cytotoxicity, usual class: cytotoxic; actives 0.76% (n = 410,000); note: potency is the fitted concentration of half-maximal effect; some results filed as inactive show a strong effect at the top dose
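HepG2 CAGA-GFP cells (1000/well, DMEM with 1% FBS) received compound, then TGF-beta at 500 pg/mL final, and were incubated 18 hours at 37 degrees C. Viability was read by CellTiter-Glo luminescence. Media-only wells were set as complete cell-killing and DMSO as no toxicity.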
ATXN2 expr inh: reduces ATXN2 reporter expression in HEK-293 cells. actives 0.72% (n = 360,000). HEK-293 ATXN2-luciferase reporter, luminescence, 24 h. Potency, µM (top dose mostly 57 µM), without a hit: at the highest dose activity change, negative = inhibition, most hits filed as inhibitors; note: potency is the fitted concentration of half-maximal effect; % is set by controls: 0 for no effect and ±100 for the full control effect; nearly all actives have a fitted effect of over 55% in size
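ATXN2-luciferase reporter cells (luciferase flanked by upstream and downstream ATXN2 gene portions) were treated 24 h at 37 °C with compounds at up to 57 uM. SteadyGlo luminescence gave expression; GF-AFC fluorescence gave viability.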
Nrf2 activator: activators of Nrf2 (ARE) signaling; AREc32 ARE-luciferase reporter (MCF7-derived line), luminescence, 24 h; Potency, µM (top dose mostly 46.1 µM), inactives show top-dose activation, usual class: activators; actives 0.31% (n = 410,000); AID 624171; note: potency is the fitted concentration of half-maximal effect; % of control where 0% means no effect; nearly all actives have a fitted effect of over 65% in size
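AREc32_Fluc, 1000 cells/well, OPTI-MEM + 5% FBS, o/n 37 deg C 5% CO2; 23 nL cpd by pin tool, 24 hr; Steady-Glo 30 min RT, luminescence.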
A549 viability: counter-screen for Nrf2 inhibitors: cytotoxicity in A549 cells; A549 ARE-Fluc cells, CellTiter-Fluor viability, 18-24 h; Potency, µM (series often up to 46 µM), for the others: at the highest dose activity change, negative = cytotoxicity, actives largely listed as inhibitors; actives 0.16% (n = 390,000); AID 504648; note: potency is the fitted concentration of half-maximal effect; % is set by controls: 0 for no effect and ±100 for the full control effect
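Cytotoxicity counterscreen: CellTiter-Fluor fluorescence was measured in A549 ARE_Fluc cells after 18-24 h of compound exposure in a concentration series. The subsequent BugLite luminescent read reports ARE-luciferase activity.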
EPAC2 ag: agonists of human EPAC2 (RAPGEF4). Q8WZA2. EPAC2 activation, biochemical qHTS; response scale: 100% = 6.5 mM cAMP response. Potency, µM (highest dose often 154 µM), for inactives: at the top dose activation, hits mostly activators. actives 0.079% (n = 360,000). AID 720711; note: potency is the fitted concentration of half-maximal effect; nearly all actives have a fitted effect of over 50% in size
Target sequence (Q8WZA2 whole entry, looked up): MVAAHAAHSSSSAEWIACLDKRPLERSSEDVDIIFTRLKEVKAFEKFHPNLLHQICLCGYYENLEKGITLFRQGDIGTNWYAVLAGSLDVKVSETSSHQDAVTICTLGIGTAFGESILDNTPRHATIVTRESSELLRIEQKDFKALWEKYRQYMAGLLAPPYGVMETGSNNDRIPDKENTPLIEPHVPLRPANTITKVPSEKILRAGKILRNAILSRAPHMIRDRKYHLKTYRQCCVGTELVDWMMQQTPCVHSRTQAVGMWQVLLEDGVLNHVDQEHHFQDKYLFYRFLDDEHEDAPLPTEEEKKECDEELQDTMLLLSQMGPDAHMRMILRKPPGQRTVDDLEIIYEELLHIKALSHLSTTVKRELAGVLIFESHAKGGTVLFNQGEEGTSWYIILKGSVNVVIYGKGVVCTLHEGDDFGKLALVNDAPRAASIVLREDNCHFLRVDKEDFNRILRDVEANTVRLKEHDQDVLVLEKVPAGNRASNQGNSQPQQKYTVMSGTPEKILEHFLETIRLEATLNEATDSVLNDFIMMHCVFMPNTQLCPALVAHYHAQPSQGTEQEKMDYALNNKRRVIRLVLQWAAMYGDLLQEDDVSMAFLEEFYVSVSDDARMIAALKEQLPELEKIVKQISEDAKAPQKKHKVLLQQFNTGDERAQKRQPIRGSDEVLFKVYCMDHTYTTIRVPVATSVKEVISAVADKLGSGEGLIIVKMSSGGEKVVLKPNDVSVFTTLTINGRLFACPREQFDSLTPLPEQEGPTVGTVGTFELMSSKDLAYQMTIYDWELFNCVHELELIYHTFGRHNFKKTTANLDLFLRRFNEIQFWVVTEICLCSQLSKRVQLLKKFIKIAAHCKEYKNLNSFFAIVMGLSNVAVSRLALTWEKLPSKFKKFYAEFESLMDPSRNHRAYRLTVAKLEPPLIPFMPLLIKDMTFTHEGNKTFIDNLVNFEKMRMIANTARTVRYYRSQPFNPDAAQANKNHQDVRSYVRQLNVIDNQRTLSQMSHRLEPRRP
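Fluorescence exchange assay: 100 nM EPAC2 with 250 nM RAP1B-BODIPY-GDP and 50 uM GDP; compounds tested as a concentration-titration series (qHTS). Loss of Rap1-bound BODIPY-GDP fluorescence read at 480/540 nm; data normalized to 6.5 mM cAMP.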
TGFb inhibitor: inhibitors of TGF-b signaling; HepG2 CAGA-GFP TGF-b/SMAD3 reporter, GFP fluorescence, 18 h; TGF-beta stimulated, 500 pg/mL final; Potency, µM (titrated, usually from 46.1 µM), without a hit: at the highest dose activity, negative = inhibition, actives largely listed as inhibitors; actives 1.2% (n = 410,000); note: potency is the fitted concentration of half-maximal effect; % is set by controls: 0 for no effect and ±100 for the full control effect; nearly all actives have a fitted effect of over 65% in size
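HEPG2 CAGA-GFP reporter cells (1000/well, DMEM with 1% FBS) received compounds, then recombinant TGF-beta at 500 pg/mL final for 18 hours at 37 degrees C. Per-cell GFP summed per well was normalised to unstimulated and stimulated DMSO controls before curve fitting.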
S2 tox: cell viability loss in ATXN counter-screen. Potency, µM (highest dose often 56.7 µM), actives largely listed as cytotoxic. S2 cells (HEK-293 line with an ATXN2-luciferase reporter) viability, CellTiter-Fluor protease fluorescence, 24 h. AID 651635. actives 0.49% (n = 400,000); note: potency is the fitted concentration of half-maximal effect; nearly all actives have a fitted effect of over 40% in size
Nrf2 block: inhibitors of Nrf2 signaling; A549 ARE-Fluc reporter, luciferase luminescence, 18-24 h; Potency, µM (doses to about 46 µM), for the others: at the highest dose activity change, negative = inhibition, most hits filed as inhibitors; actives 2.1% (n = 360,000); AID 504444; note: potency is the fitted concentration of half-maximal effect; % is set by controls: 0 for no effect and ±100 for the full control effect; nearly all actives have a fitted effect of over 60% in size
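Nrf2 activity is the BugLite luminescence, read 15 min after reagent at room temperature, following CellTiter-Fluor cytotoxicity readout (30 min, 37C). Compound titrations were applied for 18-24 h to 5000 A549 ARE_Fluc cells/well in 5% FBS OPTI-MEM.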
IL2 activator: IL-2 activation; IL-2 activation reporter assay, cell-based qHTS; stimulated with anti-CD3/CD4/CD28 beads; in transgenic mouse T cells; activation, % (series mostly up to about 46 µM); actives 0.065% (n = 360,000); in the data active = activation above about 50%; inconclusive = mostly about 30% to 49%; note: 0% is about no effect
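Unstimulated transgenic mouse T cells, 750 per well, received compound and, after 60 minutes, anti-CD3/anti-CD4 bead plus anti-CD28 stimulation. EGFP and DsRed were quantified after 18 hours.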
Numbers without * were called inactive; i = inactive; ? = inconclusive; . = not tested or not shown; & = joins results of further samples; [ ] = remark or other dose. Unless noted, calls come from the whole dose curve; as a rule, active = well fitted curve in the direction sought with a large enough effect; inconclusive = small, poorly fitted or top-dose-only effect, or another doubt; inactive = no such curve, though single readings can be large; an effect the other way counts as inactive or inconclusive.

structure,HepG2 tox,ATXN2 expr inh,Nrf2 activator,A549 viability,EPAC2 ag,TGFb inhibitor,S2 tox,Nrf2 block,IL2 activator
O=C(Cn1ccc2ccccc2c1=O)NCCC(=O)Nc1cccnc1,0%,1%,-0.2%,4%,3%,-10%,i,12%,-1.3
O=C(c1ccccc1)N(c1ccccc1)c1nccc2ccccc12,-7%,-6%,-0.3%,-10%,7%,-8%,i,1%,-0.3
O=C(CSc1ccc2nnc(-c3ccc(F)cc3)n2n1)NCc1ccco1,24%,0%,3.4%,0%,8%,-9%,?,-8%,2.7
Cc1ccc(C(=O)NCCc2csc(-c3cccc(F)c3)n2)cc1C,5%,-31%,4.0%,-3%,.,9%,?,.,.
CCN1C(=Nc2ccc(Cl)cc2)SC/C1=C\C(=O)OC,-10%,25%,3.7%,0%,12%,-2%,i,1%,0.9
Cc1cccc2cc(C#N)c(NCc3ccccc3)nc12,0%,.,-1.1%,2%,3%,-9%,i,?,-1.7
CC(OC(=O)c1oc2ccccc2c1COc1ccccc1)C(=O)NC(N)=O (configuration not stated),-29%,-9%,3.7%,4%,11%,1%,i,11%,-2.7
O=S1(=O)NC2CCCCCN2c2ccc(F)cc21 (configuration not stated),-6%,1%,0.2%,3%,4%,-3%,?,5%,1.1
Cn1c(=O)c2c(nc(OC/C=C/c3ccccc3)n2C)n(C)c1=O,12%,3%,0.2%,-3%,3%,-1%,i,-13%,-1.9
CC(C)(C)CC(=O)N1CCC(c2nc3c(nnn3Cc3c(F)cccc3Cl)c(=O)[nH]2)CC1,-26%,-8%,-0.1%,-13%,7%,-3%,i,-4%,-0.5

Going on with the list.
structure,HepG2 tox,ATXN2 expr inh,Nrf2 activator,A549 viability,EPAC2 ag,TGFb inhibitor,S2 tox,Nrf2 block,IL2 activator
CCOc1ccc(CNC(=O)c2ccc(CSc3nc4ccncc4n3Cc3ccc(F)cc3)cc2)cc1,-16%,-21%,5.2%,-4%,.,?,?,?,.
CCn1c(SCC(=O)NC2=NCCS2)nnc1C(C)NC(=O)c1ccccc1F (configuration not stated),-5%,11%,-0.4%,8%,7%,12%,i,9%,1.0
CC1CC(C)CN(c2ncnc3c2cnn3C)C1 (configuration not stated),-7%,-25%,0.8%,1%,-1%,14%,i,4%,-5.8
Cc1ccc2cc3c(NC(=O)C(C)C)nn(C)c3nc2c1,-43%,-4%,4.4%,-12%,-87%[inhibitor],13%,i,-24%,0.4
Cc1ccccc1OCC1CNC(=O)O1 (configuration not stated),7%,.,0.0%,2%,5%,-4%,i,2%,-1.6
Cc1ccc(CC2CC(=O)N(CCc3ccccc3)C2=O)cc1 (configuration not stated),-6%,4%,2.9%,-2%,2%,5%,i,22%,-3.3
COc1ccc(OC)c(NC(=O)Nc2cccnc2)c1,2%,-1%,-0.3%,4%,7%,6%,i,-4%,-0.3
COc1ccc(C2OC(=O)CC2C(=O)N2CCN(c3cc(Cl)ccc3C)CC2)cc1OC (configuration not stated),-18%,4%,-0.7%,8%,13%,-5%,i,16%,-2.3
CCN1C(=O)[C@@H]2[C@@H]3CN(S(=O)(=O)c4ccc(C)cc4)[C@@H](c4ccccc4Cl)[C@@H]3C(=O)C[C@@H]2C1=O,3%,8%,-0.2%,.,3%,-1%,i,.,1.5
O=C(COc1cccc2cccnc12)N/N=C/c1ccccc1O,-12%,-39%,3.0%,1%,-3%,-1%,i,?,1.5

(further entries)
structure,HepG2 tox,ATXN2 expr inh,Nrf2 activator,A549 viability,EPAC2 ag,TGFb inhibitor,S2 tox,Nrf2 block,IL2 activator
CC(C)(C)OC(=O)NCC12C=CC(O1)C1C(=O)N(Cc3ccccc3)C(=O)C12 (configuration not stated),7%,-12%,0.2%,-6%,5%,7%,i,.,-0.8
CC(=O)Cc1nsc(NC(=O)c2cc(-c3cccc(C(F)(F)F)c3)oc2C)n1,0%,1%,0.3%,20%,-11%,15%,i,.,-0.2
Cc1ccc(NC(=O)c2ccc(-c3nn(C)c(=O)c4ccccc34)cc2)c(C)c1,-6%,.,0.0%,0%,10%,-1%,.,?,-1.1
Cc1cc(C(=O)N2CCCC(C(=O)c3ccc(Cl)cc3C)C2)no1 (configuration not stated),0%,1%,5.0%,6%,8%,0%,i,?,-0.9
COCCNS(=O)(=O)c1cc(-c2nn(C)c(=O)c3ccccc23)ccc1C,-20%,0%,2.5%,17%,-3%,8%,?,-3%,-0.6
CCOC(=O)C1CCN(c2nnc(N3CCCC3=O)s2)CC1,1%,26%,-0.7%,0%,20%[15.6 µM],0%,i,?,0.7
O=C(NCc1ccc(Cl)cc1)C1CCC(CNc2c(N3CCCCC3)c(=O)c2=O)CC1 (configuration not stated),5%,-5%,0.2%,-4%,13%,-1%,i,-21%,-2.7
O=C(NN=Cc1cccc2ccccc12)C(=O)NN=Cc1cccc2ccccc12,3%,-22%,0.0%,6%,10%,-9%,i,29%,1.6
O=C(c1cccc(F)c1)N1CCCc2ccccc21,-5%,4%,0.4%,4%,23%,-1%,i,2%,0.3
CCSC1=N/C(=C\c2ccccc2)C(=O)N1c1ccc(OC)cc1,-3%,-2%,-0.7%,1%,-5%,-1%,i,-22%,-2.1

(continued)
structure,HepG2 tox,ATXN2 expr inh,Nrf2 activator,A549 viability,EPAC2 ag,TGFb inhibitor,S2 tox,Nrf2 block,IL2 activator
C=CCc1ccccc1OCC(O)CN(CC)CC (configuration not stated),0%,-16%,0.2%,-6%,-2%,0%,i,10%,-0.7
Cc1cccc(C)c1N(CC(=O)N1CCN(c2ccccc2F)CC1)S(C)(=O)=O,3%,-31%,0.2%,8%,0%,-5%,i,0%,-0.3
CC1(C(=O)NCc2ccc3c(c2)OCO3)CCN1C(=O)Cc1cccs1 (configuration not stated),2%,13%,0.4%,.,10%,-5%,i,.,0.1
COc1cc(OC)cc(C(=O)NCCNC(=O)c2ccccc2)c1,14%,-4%,-0.3%,-2%,-9%,7%,i,-18%,2.0
CN(C(=O)COC(=O)c1cc(S(=O)(=O)N2CCCCC2)ccc1Cl)c1ccccc1,-5%,.,0.8%,4%,5%,-22%,i,15%,-0.9
CN1C(=O)NC(c2cccc([N+](=O)[O-])c2)C2=C1CCCC2=O (configuration not stated),5%,21%,-0.5%,0%,9%,-1%,i,-13%,1.0
CC1CN(C(=O)C(C)OC(=O)c2ccc3ncsc3c2)CC(C)O1 (configuration not stated),1%,.,-0.3%,7%,13%,1%,i,5%,1.9
O=C(COC(=O)c1ccco1)NNC(=O)c1ccc(Cl)cc1,-7%,.,0.0%,-1%,3%,13%,i,13%,-0.5
CCNC(=O)C1CCCN1S(=O)(=O)c1ccc(OC)cc1 (configuration not stated),-26%,3%,-0.8%,-4%,7%,-17%,i,15%,1.5
c1ccc(COc2ccc(-c3cc4nc(NCCCn5ccnc5)ccn4n3)cc2)cc1,-44%,0%,0.1%,.,21%,-2%,?,.,-0.2

Single values from the results shown.
Entry for `CN1C(=O)NC(c2cccc([N+](=O)[O-])c2)C2=C1CCCC2=O` (configuration not stated) in TGFb inhibitor: -1%
Entry for `CC1CN(C(=O)C(C)OC(=O)c2ccc3ncsc3c2)CC(C)O1` (configuration not stated) in Nrf2 block: 5%
Entry for `C=CCc1ccccc1OCC(O)CN(CC)CC` (configuration not stated) in A549 viability: -6%

The listing continues:
structure,HepG2 tox,ATXN2 expr inh,Nrf2 activator,A549 viability,EPAC2 ag,TGFb inhibitor,S2 tox,Nrf2 block,IL2 activator
O=c1[nH]c(CN2CCN(CCO)CC2)nc2ccccc12,11%,-3%,0.0%,-7%,0%[15.6 µM],12%,i,?,2.1
O=C(c1ccccc1)n1ccc(-c2cccs2)n1,0%,-14%,-0.2%,-4%,12%,-1%,?,5%,-1.5
Cc1ccc(-c2cc(C(F)(F)F)n3nc(C(=O)NCC45CC6CC(CC(C6)C4)C5)cc3n2)cc1,-1%,2%,-1.0%,16%,.,-5%,i,.,.
c1ccc(-c2ccc3c(c2)c2c4n3CCN=C4CCC2)cc1,-33%,-19%,5.1%,?,9%,27%,i,24%,-2.4
C[C@@H]1NS(=O)(=O)[C@H]2C[C@@H]3C=C[C@]2(O3)[C@H]1OC(=O)Nc1ccc(C(F)(F)F)cc1[N+](=O)[O-],0%&-20%,-6%,0.5%,-2%,10%,?,i,0%,-0.9
O=C1CCC(=O)N1CC(=O)N1CCCc2ccccc21,-4%,6%,-0.4%,10%,10%,?,i,3%,-0.7
CCCCNC(=O)c1ccc2nc(CC)c(N(C)Cc3ccc(OC)cc3)n2c1,-13%,1%,0.9%,.,3%,1%,i,.,-0.9
CC[C@H](C)C(=O)N[C@H]1CCCN1C(=O)/C=C/c1ccccc1,3%,3%,0.6%,-4%,0%,-21%,i,-6%,0.3
COc1ccc(S(=O)(=O)c2c[nH]c(=S)[nH]c2=O)cc1Cl,-28%,-5%,-0.3%,0%,8%,5%,i,-7%,-0.3
Cc1cccc(N2CCN(C(=O)CCC(=O)N3CCOc4ccc(Cl)cc43)CC2C)c1 (configuration not stated),-8%,-33%,-0.4%,-4%,4%,0%,?,-25%,-3.6
Cc1c(NC(=O)CSc2ccc3ccccc3n2)c(=O)n(-c2ccccc2)n1C,-8%,3%,-0.1%,-2%,11%,2%,i,3%,-0.5
COCCCNC(=S)NNC(=O)c1cc(Cl)c(O)c(Cl)c1,-4%,.,-1.8%,10%,6%,-2%,i,-18%,-0.3
